Screens: PubChem, several laboratories
Dynein transport = dynein cargo transport inhibition | AID 1381 | 220,000 compounds, 0.47% hits | 3617.4 mouse cells, GR-EGFP nuclear translocation imaging; test concentration mostly 20 µM; stimulated with dexamethasone, 1 µM; hits give low values | z-score, hits read low;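 active = plate z-score of nuclear minus cytoplasmic receptor signal below a set negative limit, without overly bright fluorescence or cell loss, cut at about -3.5 in these data, passing the limit was not always enough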;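 note: z-score of nuclear minus cytoplasmic ring GR-EGFP intensity difference per well; some compounds called inactive have numbers as strong as hits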
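Also added: dexamethasone, 1.0 µM final. Medium: tet-free, stripped-serum medium. Detection: fixed, Hoechst-stained cells imaged at 10x for EGFP. Read-out: nuclear-to-cytoplasmic GR-EGFP distribution per well. Times: induction 48 h, compound 1 h, agonist 30 min.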
UTI89 phage lysis = inhibition of K1F phage lysis, E. coli UTI89, bacterial capsule biogenesis inhibitors, alamar blue (AID 488966); E. coli UTI89 K1F phage lysis, alamar blue, 2 h; higher % means a stronger effect; inhibition, % at 100 µM; hits with a dose series show IC50 in µM; 340,000 compounds, 0.02% hits;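 active = phage lysis inhibition, versus mean bacterial control, above a set limit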;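 note: capsule biogenesis inhibitors block K1F phage lysis so surviving cells raise fluorescence; higher fluorescence means more inhibition of phage lysis; actives were called in the ten point dose series up to 300 µM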
Ins promoter up = MIN6 insulin promoter up-regulation; z-score at 5 µM; AID 1625; 190,000 compounds, 0.3% hits; MIN6 insulin promoter-GFP reporter, high-content imaging; hits give high values;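 active = z-score above 3 at 5 µM with at least 500 cells counted in the well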
CSM14.1 death rescue = protection against thapsigargin-triggered cell killing – 384-well, CSM14.1, ATP luminescence, primary screen (AID 1222) | CSM14.1 thapsigargin-induced death rescue, ATP luminescence; higher % means a stronger effect | cellular ATP content (survival), % at 20 µM, or EC50 in µM where a hit was titrated | 190,000 tested, under 10 active;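 active = EC50 below 50 µM in the dose-response confirmation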;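 note: death triggered by thapsigargin at about 15 µM added after 2 h compound pretreatment; cell ATP read after overnight thapsigargin exposure of roughly 18 to 22 hours; normalized against plate controls of thapsigargin alone and 5% DMSO vehicle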
b-catenin transl = alters nuclear translocation of beta-catenin in HeLa cells; immunofluorescence imaging; nuclear translocation activity, % at 5 µM; 190,000 compounds, 0.3% hits; AID 1665;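 active = nuclear translocation activity above 50% at 5 µM, with a well cell count of 50 or more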;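 note: per-cell ratio of nuclear to cytoplasmic median beta-catenin stain intensity; plate controls were DMSO negative control for no effect and GSK-3 inhibitor IX positive control for full effect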
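assay system = human HeLa cells, endogenous beta-catenin | times = compound treatment 24 h, 37°C, 5% CO2 | detection = Anti-beta-catenin immunofluorescence on PFA-fixed, Triton-permeabilized cells, DAPI nuclei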
Dynein transport cytoplasmic EGFP = also measured in Dynein transport; calls as there; z-score; measured here: cytoplasmic GR-EGFP intensity; hits give high values
Dynein transport nuclear GR-EGFP = also measured in Dynein transport; calls as there; z-score; measured here: nuclear GR-EGFP intensity;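 lower value marks the stronger effect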
Dynein transport cell count = second read-out of Dynein transport, no call of its own (marks repeat the call); z-score; measured here: cell count per field
Ins promoter up cell count = second read-out of Ins promoter up, no call of its own (marks repeat the call); cell count; measured here: cytotoxicity, nuclei count;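 total cells summed across four imaged fields per well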
b-catenin transl cell count 5 µM = recorded beside b-catenin transl, whose call it bears; cell count; measured here: cell count, cytotoxicity flag
* marks the source's active call; other numbers are inactive results; . = no result given; [ ] = another dose, or the depositor's remark. Not all compounds are listed, so the mix of outcomes need not match the whole.

SMILES	Dynein transport	UTI89 phage lysis	Ins promoter up	CSM14.1 death rescue	b-catenin transl	others
CCCCCCn1c(=O)c(C(=O)Nc2ccncc2)c(O)c2ccccc21	.	.	-5.74	2.6%	-0.5	Ins promoter up cell count=876;b-catenin transl cell count 5 µM=1122
O=C(Cc1ccc([N+](=O)[O-])cc1)N1CCN(Cc2ccc3c(c2)OCO3)CC1	-0.763	.	-0.14	.	0.7	Dynein transport cytoplasmic EGFP=-0.283;Dynein transport nuclear GR-EGFP=0.159;Dynein transport cell count=0.82;Ins promoter up cell count=1094;b-catenin transl cell count 5 µM=1310
CC(C)(C#CCCCCC#CC(C)(C)[N+](C)(C)C)[N+](C)(C)C	-0.569	.	0.29	.	-0.5	Dynein transport cytoplasmic EGFP=-0.275;Dynein transport nuclear GR-EGFP=0.253;Dynein transport cell count=0.91;Ins promoter up cell count=1081;b-catenin transl cell count 5 µM=1376
CC1(C)CN(S(=O)(=O)OCC(Cl)(Cl)Cl)C(=O)N1	.	-0.3%	.	.	.
CC(=O)Nc1ccc(C=C2C(=O)NC(=O)NC2=O)cc1	.	-2.4%	.	.	.
Brc1ccc(Oc2ccc(Br)cc2Br)c(Br)c1	.	0.1%	.	.	.
CC(C)(O)/C=C/C(=O)C(C)(O)C1C(O)CC2(C)C3CC=C4C(C=C(O)C(=O)C4(C)C)C3(C)C(=O)CC12C (stereo unspecified)	.	1.9%	.	.	.
CCC(=O)OC(Cc1ccccc1)(c1ccccc1)[C@H](C)CN(C)C (stereo partly specified)	.	0.1%	.	.	.
Oc1ccccc1CN(CCc1ccccc1)Cc1ccccc1	.	-0.8%	.	.	.
Cc1cc(OCC(=O)N2CCC(C(=O)O)CC2)c2c3c(c(=O)oc2c1)CCCC3	.	1.6%	.	.	.
Nc1ccc(Cl)c(Cl)c1	.	-0.9%	.	.	.
COC(=O)C1=C(c2ccc(OC)c(OC)c2)C[C@@H]2CC[C@H]1N2C(=O)N1CCC(O)CC1	.	0.1%	.	.	.
COC(=O)C1=C(c2ccc(S(C)(=O)=O)cc2)C[C@@H]2CC[C@H]1N2C(=O)N1CCC(C)CC1	.	0.2%	.	.	.
CN1C(=O)NC(=O)C(N=Nc2ccc(Cl)cc2)C1=O (stereo unspecified)	.	0.1%	.	.	.
NP(=O)(OCCCc1ccccc1)Oc1ccccc1Cl (stereo unspecified)	.	-0.1%	.	.	.
Cc1[nH]c2ccc(O)cc2c1CCN	.	5.5%	.	.	.
O=C/C=C/c1ccccc1	.	0.6%	.	.	.
COC(=O)C1=C(c2ccc(C(C)=O)cc2)C[C@@H]2CC[C@H]1N2C(=O)N1CCCC1	.	1.7%	.	.	.
O=C(COC(=O)Cc1ccccc1)Nc1cc(S(=O)(=O)N2CCCCC2)ccc1Cl	.	-0.2%[50 µM]	.	.	.
Cc1[nH]c2ccc(OC(F)(F)F)cc2c1CCNCc1cccc([N+](=O)[O-])c1	.	0.2%	.	.	.
O=[N+]([O-])c1cccc(NP(=O)(N2CC2)N2CC2)c1	.	-3.6%	.	.	.
COC(=O)C1=C(c2cccc(OCc3ccccc3)c2)C[C@@H]2CC[C@H]1N2C(=O)NCc1ccc(F)cc1	.	0.1%	.	.	.
C[C@]12CCC(=O)C=C1CCC1C2CC[C@@]2(C)C1CC[C@@H]2O (stereo partly specified)	.	0.9%	.	.	.
O=C(/C=C/c1ccc(Cl)cc1)NC(=S)N1C[C@H]2C[C@H](C1)c1cccc(=O)n1C2	.	1.8%	.	.	.

Brought forward from above: six entries; new compounds follow.
SMILES	Dynein transport	UTI89 phage lysis	Ins promoter up	CSM14.1 death rescue	b-catenin transl	others
O=C(COC(=O)Cc1ccccc1)Nc1cc(S(=O)(=O)N2CCCCC2)ccc1Cl	.	-0.2%[50 µM]	.	.	.
Cc1[nH]c2ccc(OC(F)(F)F)cc2c1CCNCc1cccc([N+](=O)[O-])c1	.	0.2%	.	.	.
O=[N+]([O-])c1cccc(NP(=O)(N2CC2)N2CC2)c1	.	-3.6%	.	.	.
COC(=O)C1=C(c2cccc(OCc3ccccc3)c2)C[C@@H]2CC[C@H]1N2C(=O)NCc1ccc(F)cc1	.	0.1%	.	.	.
C[C@]12CCC(=O)C=C1CCC1C2CC[C@@]2(C)C1CC[C@@H]2O (stereo partly specified)	.	0.9%	.	.	.
O=C(/C=C/c1ccc(Cl)cc1)NC(=S)N1C[C@H]2C[C@H](C1)c1cccc(=O)n1C2	.	1.8%	.	.	.
Cc1cc(=O)oc2cc(OCC(=O)N3C[C@H]4C[C@@H](C3)c3cccc(=O)n3C4)c(Cl)cc12	.	-0.4%	.	.	.
O=C(O)CCCOc1ccc(Cl)cc1Cl	.	0.4%	.	.	.
Cc1cc(N2CCNCC2)nc2ccccc12	.	1.3%	.	.	.
Cc1cc2ccccn2c1C(C[N+](=O)[O-])c1c(F)cccc1Cl (stereo unspecified)	.	0.1%	.	.	.
COCCNC(=O)N1[C@H]2CC[C@@H]1C(C(=O)OC)=C(c1ccc(-c3ccccc3)c(F)c1)C2	.	-0.1%	.	.	.
Cc1cc(C)c(C)c(C(O)(C(=O)O)c2ccccc2)c1C (stereo unspecified)	.	-0.7%	.	.	.
Cc1ccc(C2(O)CN3CCC2CC3)cc1 (stereo unspecified)	.	-0.8%[50 µM]	.	.	.
C#C[C@]1(O)CCC2C3C(=O)C=C4C(Cl)=CCC[C@]4(C)C3CC[C@@]21C (stereo partly specified)	.	2.9%	.	.	.
C[C@]12CCC3C(CC[C@H]4[C@H](O)[C@H](O)CC[C@]34C)C1CCC2=O (stereo partly specified)	.	0.8%	.	.	.
Cc1cc(C)c(N=Cc2c(O)[nH]c(=O)[nH]c2=O)c(C)c1	.	0.6%	.	.	.
CN1CC(C(=O)c2cccc(C(F)(F)F)c2)C(c2ccc(Cl)cc2)C1 (stereo unspecified)	.	0.2%	.	.	.
C[C@H](NC(=O)CCC(=O)N1C[C@H]2C[C@H](C1)c1cccc(=O)n1C2)c1ccccc1	.	2.5%	.	.	.

Sorted by number of heavy atoms (low to high): part of the list above.
SMILES	Dynein transport	UTI89 phage lysis	Ins promoter up	CSM14.1 death rescue	b-catenin transl	others
Cc1ccc(C2(O)CN3CCC2CC3)cc1 (stereo unspecified)	.	-0.8%[50 µM]	.	.	.
Cc1cc(=O)oc2cc(OCC(=O)N3C[C@H]4C[C@@H](C3)c3cccc(=O)n3C4)c(Cl)cc12	.	-0.4%	.	.	.
COCCNC(=O)N1[C@H]2CC[C@@H]1C(C(=O)OC)=C(c1ccc(-c3ccccc3)c(F)c1)C2	.	-0.1%	.	.	.

(more compounds)
SMILES	Dynein transport	UTI89 phage lysis	Ins promoter up	CSM14.1 death rescue	b-catenin transl	others
COC(=O)C1=C(c2ccc(F)cc2OCc2ccccc2)C[C@@H]2CC[C@H]1N2C(=O)N1CCC(O)(c2ccc(Cl)cc2)CC1	.	3.3%	.	.	.
CCCN(CCC)C(=O)Cc1c(-c2ccc(Cl)cc2)nc2c(Cl)cc(Cl)cn12	.	5.0%	.	.	.
O=C(CCC(=O)N1C[C@H]2C[C@@H](C1)c1cccc(=O)n1C2)NCc1ccccc1C(F)(F)F	.	-0.2%	.	.	.
CCCOC(=O)c1ccc(-[n+]2c(-c3ccccc3)cc(-c3ccccc3)cc2-c2ccccc2)cc1	.	-1.1%	.	.	.
FC(F)(F)c1cccc(NC2=NCCCS2)c1	.	-1.3%	.	.	.
COC(=O)C1=C(c2ccc(F)cc2OCc2ccccc2)C[C@@H]2CC[C@H]1N2C(=O)NCc1ccc(Cl)cc1	.	0.9%	.	.	.
Cc1cc(C(=O)OCC(=O)Nc2cccc(F)c2)c(C)n1C1CC1	.	1.7%[50 µM]	.	.	.
COc1ccc(OC)c(-n2c(O)c(/C=C3\C=Nc4ccccc43)c(=O)[nH]c2=O)c1	.	0.3%	.	.	.
C[C@H]1CC[C@@H]2N(C1)C[C@H]1[C@@H]3C[C@H]4[C@@H](CC(=O)[C@H]5C[C@@H](O)CC[C@@]54C)[C@@H]3CC[C@H]1[C@]2(C)O	.	0.0%	.	.	.
O=C(NC(=S)N1C[C@H]2C[C@H](C1)c1cccc(=O)n1C2)c1ccc(Cl)cc1Cl	.	0.7%	.	.	.
C[C@@H]1O[C@@H](O[C@@H]2C=C3CC[C@@H]4C(CC[C@]5(C)[C@@H](c6ccc(=O)oc6)CC[C@]45O)[C@@]3(C)CC2)[C@H](O)[C@H](O)[C@H]1O (stereo partly specified)	.	2.3%	.	.	.
CCOC(=O)CCCCCNC(=O)c1c(O)[nH]c(=O)[nH]c1=O	.	12.3%	.	.	.

Quoted at random: 5 compounds from above.
SMILES	Dynein transport	UTI89 phage lysis	Ins promoter up	CSM14.1 death rescue	b-catenin transl	others
CCOC(=O)CCCCCNC(=O)c1c(O)[nH]c(=O)[nH]c1=O	.	12.3%	.	.	.
Cc1cc(C(=O)OCC(=O)Nc2cccc(F)c2)c(C)n1C1CC1	.	1.7%[50 µM]	.	.	.
COc1ccc(OC)c(-n2c(O)c(/C=C3\C=Nc4ccccc43)c(=O)[nH]c2=O)c1	.	0.3%	.	.	.
CCCOC(=O)c1ccc(-[n+]2c(-c3ccccc3)cc(-c3ccccc3)cc2-c2ccccc2)cc1	.	-1.1%	.	.	.
CCCN(CCC)C(=O)Cc1c(-c2ccc(Cl)cc2)nc2c(Cl)cc(Cl)cn12	.	5.0%	.	.	.

New compounds follow.
SMILES	Dynein transport	UTI89 phage lysis	Ins promoter up	CSM14.1 death rescue	b-catenin transl	others
COC(=O)[C@@H](c1ccccc1)C1CCCCN1 (stereo partly specified)	.	0.2%	.	.	.
Cc1ncc(CNC(=O)N(CCCl)N=O)c(N)n1	.	0.8%	.	.	.
CC[C@H]1CN2CCC1C[C@H]2[C@H](O)c1ccnc2ccc(OC)cc12 (stereo partly specified)	.	-5.1%	.	.	.
O=C(Nc1cccc(Cl)c1)N1C[C@H]2C[C@@H](C1)c1cccc(=O)n1C2	.	3.8%	.	.	.
c1ccc(CCNCc2cccnc2)cc1	.	0.1%	.	.	.
C=CCN1CC[C@]23c4c5ccc(O)c4OC2C(O)CC[C@@]3(O)[C@H]1C5 (stereo partly specified)	.	-0.3%	.	.	.
Cc1cccc(C)c1N1CCN(c2c(C)cccc2C)CC1	.	-0.6%	.	.	.
O=c1[nH]c(O)c(C=Nc2ccc(F)c(Cl)c2)c(=O)[nH]1	.	0.2%	.	.	.
O=C(O)COc1ccc(Cl)cc1Cl	.	-0.1%	.	.	.
CC(=O)OC1(C)CC(C)C(=O)C(C(O)CC2CC(=O)NC(=O)C2)C1 (stereo unspecified)	.	4.4%	.	.	.
COC(=O)C1=C(c2ccc(OC)c(OC)c2)C[C@@H]2CC[C@H]1N2C(=O)NCC1CC1	.	0.4%	.	.	.
CC(C)c1ccc(OCC(=O)N2CCCN(C)CC2)cc1	.	2.0%[50 µM]	.	.	.
COC(=O)C1=C(c2cccc(OCc3ccccc3)c2)C[C@@H]2CC[C@H]1N2C(=O)NCc1ccc(Br)cc1	.	2.8%	.	.	.
COc1ccccc1CNCCc1ccc(F)cc1	.	0.1%	.	.	.
CC(=Nc1ccc(F)cc1)c1c(O)n(C)c(=O)[nH]c1=O	.	-0.2%	.	.	.
COC(=O)C1=C(c2ccc3ccccc3c2)C[C@@H]2CC[C@H]1N2C(=O)N1CCC(C)CC1	.	1.5%	.	.	.
COC(=O)C1=C(c2cc3ccccc3o2)C[C@@H]2CC[C@H]1N2C(=O)NCc1cccc2ccccc12	.	1.4%	.	.	.
C#CC1(O)CCC2C3CCC4=C/C(=N/OCC(=O)NCC(=O)NC(C(=O)O)C(C)C)CC[C@]4(C)C3CC[C@@]21C (stereo partly specified)	.	-0.8%[50 µM]	.	.	.
